High-throughput results as filed in PubChem BioAssay.
CHO-K1 Ca antag = counter-screen for M1 antagonists: effect in parental CHO-K1 cells | ATP-induced calcium, Fluo-8 fluorescence | inhibition, % at 3 µM | 360,000 compounds, 0.6% hits;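 active means inhibition above a per-plate cutoff, the plate's mean sample inhibition plus 3 SD, cut at about 24% in these data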;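 further: 0% = DMSO plus EC80 ATP and 100% = DMSO alone without ATP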
V1R ag counter = agonists of human V1a receptor, primary screen, counter-screen for OXTR agonist project, fluorescence, CHO-V1R cells; activation, % at 3 µM; 320,000 compounds, 0.25% hits; Fluo-8 calcium fluorescence, agonist mode; 0% DMSO, 100% 3 nM vasopressin;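 active means activation above the mean activation of all tested compounds plus 3 SD, per screening run, cut at about 20% in these data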;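 further: signal is peak over basal fluorescence ratio across a 100 second FLIPR read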
Target sequence (P37288 whole entry, looked up): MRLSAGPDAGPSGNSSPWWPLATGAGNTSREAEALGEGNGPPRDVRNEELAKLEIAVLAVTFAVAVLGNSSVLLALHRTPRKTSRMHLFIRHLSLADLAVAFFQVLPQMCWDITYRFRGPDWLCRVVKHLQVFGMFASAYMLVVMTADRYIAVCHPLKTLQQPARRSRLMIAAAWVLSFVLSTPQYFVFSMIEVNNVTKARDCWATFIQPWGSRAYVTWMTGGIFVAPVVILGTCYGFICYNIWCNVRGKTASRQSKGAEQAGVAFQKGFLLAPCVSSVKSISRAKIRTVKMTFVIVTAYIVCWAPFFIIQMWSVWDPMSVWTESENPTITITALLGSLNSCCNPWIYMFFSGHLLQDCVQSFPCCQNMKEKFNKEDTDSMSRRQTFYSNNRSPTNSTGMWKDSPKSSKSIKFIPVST
TAAR1 agonist = human TAAR1 agonists, primary screen, Fluo-8 calcium fluorescence, CHO RD-HGA16 cells | Trace amine-associated receptor 1 (Homo sapiens), Q96RJ0 | vehicle wells 0%, saturating PEA agonist 100% | activation, % at 3 µM | 360,000 compounds, 0.99% hits | AID 624467, 2012;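 active means activation above the mean activation of all test compounds in the run plus 3 SD, cut at about 38% in these data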
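Test system: RD-HGA16 (CHO) cells co-expressing Gα16 and hTAAR1 / Benchmarks: DMSO vehicle as 0%, PEA at EC100 as 100% / Repeats: no replicates (n 1) / Measure: % activation from peak over basal fluorescence ratio, DMSO-to-PEA scaled / Timing: 17-24 h plating, Fluo-8 75 min 37 °C, 30 min RT / Technique: kinetic Fluo-8 calcium fluorescence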
TAAR1 antagonist = human TAAR1 antagonists, primary screen, Fluo-8 calcium fluorescence, CHO RD-HGA16 cells. antagonist. inhibition, % at 3 µM. 360,000 compounds, 1.5% hits. AID 624466, 2012;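 active means inhibition above a per-plate cutoff, the mean inhibition of test compounds on that plate plus 3 SD, cut at about 49% in these data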;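 further: 0% = DMSO plus EC80 beta-PEA response and 100% = DMSO alone without agonist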
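Material: RD-HGA16 CHO cells with stable hTAAR1 and Gα16; Dosing: single nominal final test compound concentration of 3 µM; Schedule: seeding 17-24 h prior, 75-min 37 °C, 30-min RT dye loading; Detection: kinetic Fluo-8 calcium fluorescence measurement; Measure: % inhibition from peak post-agonist over basal fluorescence ratio; Benchmarks: vehicle and agonist controls.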
M1 PAM parental = nonselective calcium activators in parental CHO-K1 cells, primary screen, counter-screen for M1 PAM project, cell-based, Fluo-8 calcium fluorescence, full deck, 1536-well. ATP EC20; 0% at ATP EC20, 100% at ATP max. 360,000 compounds, 0.02% hits. activation, % at 3 µM. AID 602247, 2012;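 active means activation above the run cutoff, the mean activation of all test compounds plus 3 SD, cut at about 40% in these data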;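 further: peak over basal fluorescence ratio in a 140 s read after ATP addition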
CHO-K1 Ca ag = counter-screen for M1 agonists: effect in parental CHO-K1 cells. Fluo-8 calcium fluorescence; scaled to maximal ATP response, vehicle zero. activation, % at 3 µM. 360,000 compounds, 0.48% hits. AID 602248, 2012; in the data active means activation above about 15%;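 further: untransfected CHO-K1 host cells lacking M1 receptor as counterscreen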
OXTR potentiate = human OXTR potentiators, primary screen, fluorescence, CHO-OTR cells, Fluo-8 calcium; Oxytocin receptor (Homo sapiens), P30559; Fluo-8 calcium fluorescence, potentiator mode; 0% = oxytocin EC15, 100% = EC100; activation, % at 3 µM; 320,000 compounds, 0.061% hits; AID 2445, 2010;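 active means activation above that plate's cutoff, the mean activation of tested compounds plus 3 SD, cut at about 6.6% in these data, passing the limit was not always enough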;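 further: 100% uses oxytocin at 75 nM as the full agonist control; some results filed as inactive read as strong as hits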
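Measured by – Fluo-8 calcium dye fluorescence · Test system – human OTR in CHO cells · Dosing – one concentration, 3.0 µM compound · Controls – EC15 oxytocin alone as 0%, 75 nM oxytocin as 100% · Evaluation – normalized max/min fluorescence ratio, % activation · Timing – 6 min pre-incubation, 100 s read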
M1 ag = human M1 muscarinic receptor agonists, primary screen, Fluo-8 calcium fluorescence, CHO-K1 cells, HTS; Muscarinic acetylcholine receptor M1 (Homo sapiens), P11229; CHO-K1 hM1, agonist mode; 0% DMSO, 100% acetylcholine EC100; activation, % at 3 µM; 360,000 compounds, 0.33% hits;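 active means activation above the run's mean compound activation plus 3 SD, cut at about 16% in these data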;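 further: peak over basal fluorescence ratio within a 140 s kinetic read after compound addition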
Target sequence (P11229 whole entry, looked up): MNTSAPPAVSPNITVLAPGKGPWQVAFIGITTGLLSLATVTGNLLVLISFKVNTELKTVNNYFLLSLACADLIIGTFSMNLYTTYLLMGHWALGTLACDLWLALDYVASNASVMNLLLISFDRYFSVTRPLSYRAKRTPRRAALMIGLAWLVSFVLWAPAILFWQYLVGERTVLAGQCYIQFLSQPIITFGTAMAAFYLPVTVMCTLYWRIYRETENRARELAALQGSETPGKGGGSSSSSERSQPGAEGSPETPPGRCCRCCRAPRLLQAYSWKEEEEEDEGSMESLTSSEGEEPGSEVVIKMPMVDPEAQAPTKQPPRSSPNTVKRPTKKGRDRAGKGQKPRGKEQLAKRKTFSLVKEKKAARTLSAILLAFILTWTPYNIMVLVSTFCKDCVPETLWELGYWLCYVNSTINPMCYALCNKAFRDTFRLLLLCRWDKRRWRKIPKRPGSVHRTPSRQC
CHO parental Ca = ATP-evoked calcium signal inhibitors, parental CHO, primary screen, counter-screen for OX1R antagonist project, cell-based, fluorescence, Fluo-8 calcium dye. parental CHO-K1, ATP-induced calcium, Fluo-8 fluorescence. inhibition, % at 5.6 µM. 330,000 compounds, 0.63% hits;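 active means inhibition above that plate's mean sample inhibition plus 3 SD, cut at about 26% in these data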;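 further: 0% = ATP-challenged DMSO wells and 100% = DMSO wells without ATP; some compounds past the cut are filed as inactive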
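Test system: untransfected parental CHO cell line. Compound: one dose, 5.6 µM nominal. Detection: intracellular calcium via Fluo-8 no-wash fluorescent dye. Measure: % inhibition. Benchmarks: ATP-challenged DMSO wells low, unchallenged DMSO wells high.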
Numbers without * were called inactive; / = not tested or not shown.

item	SMILES	M1 ag	CHO-K1 Ca ag	V1R ag counter	CHO-K1 Ca antag	OXTR potentiate	M1 PAM parental	TAAR1 antagonist	TAAR1 agonist	CHO parental Ca
1	O=C(CC(=O)OCc1ccccc1)OCc1ccccc1	1	0.0	/	7	/	10	-11	2	/
2	CC1(C(=O)N2CCOCC2)CCCCC1	0	1.0	/	-4	/	26	-1	0	/
3	CC1=CC(C)(C)N(C(=O)CSc2nnc(-c3ccccc3)o2)c2ccc(C)cc21	-8	-0.3	-1.1	-20	-11	13	29	9	-3
4	O=C(Nc1ccc2c(c1)OCO2)C1Cc2c(-c3ccc(Cl)cc3)ccnc2O1 (configuration not stated)	-3	1.5	/	0	/	5	-12	-1	/
5	CCC(C(=O)NCc1ccc(F)cc1)N(Cc1ccco1)C(=O)c1snc(C(N)=O)c1N (configuration not stated)	-4	4.4	1.0	-14	-5	12	-8	8	-26
6	Cc1ccc(C(=O)COC(=O)c2cc(Cl)nc3ccccc23)cc1C	-4	-0.1	0.8	1	-1	0	6	6	-23
7	CC(C)(C)N1[C@@H](CC(=O)O)c2cc(C(F)(F)F)ccc2S1(=O)=O	-3	0.7	1.2	-17	-3	19	-14	6	-7
8	CCSc1ccc(-c2nn(-c3ccccc3)cc2/C=C(/C#N)C(=O)NC)cc1	-4	0.6	1.6	2	4	-9	6	4	-5
9	COc1ccc(-c2cn(-c3ccc(Br)cc3)c3[n+]2CCS3)cc1	-8	0.1	-0.7	1	0	1	-9	4	0
10	CCC(CO)n1c(SCc2cc([N+](=O)[O-])cc3c2OCOC3)nc2ccccc2c1=O (configuration not stated)	-7	0.2	0.7	-10	-4	18	-13	1	-21
11	CCN(C(=O)CSc1nnc(C(C)N(C)C)n1-c1ccc(F)cc1)C1CCS(=O)(=O)C1 (configuration not stated)	-4	-0.1	1.2	5	3	-12	-17	2	1
12	O=C(CN1C(=O)NC(c2ccccc2)(c2ccccc2)C1=O)NC1CCCCC1	-2	-0.1	0.4	5	-3	30	-4	-1	-10
13	C=CCN1C(=O)c2ccc(C(=O)N(CC)CC(=O)Nc3c(F)cccc3F)cc2C1=O	-1	0.3	0.3	9	-2	-7	-13	5	-15
14	CC(=O)Nc1ccc(S(=O)(=O)Nc2nc3ccccc3nc2N2CCCCCC2)cc1	-6	0.5	0.2	3	4	13	9	3	-10
15	CC(NCCC1(Cc2ccccc2Cl)CCOC(C)(C)C1)c1cccs1 (configuration not stated)	-5	3.4	0.1	-12	-1	12	-28	6	-29
16	COc1nc(-c2ccccc2)nc(C)c1CC(=O)O	0	0.2	1.4	13	-6	-11	0	1	-13
17	CC(C)CCn1cnc2c1c(=O)n(C)c(=O)n2C	-1	1.4	1.1	-8	-9	15	10	3	-10
18	COc1ccc(/C=C/C(=O)OCn2c(SC)nnc(C)c2=O)cc1OC	-1	0.7	-0.1	-9	-2	20	-5	-2	-16
19	Cc1nc(NCCc2ccc(Cl)cc2)c2nnn(Cc3ccccc3)c2n1	-2	0.8	0.1	2	-7	1	2	3	2
20	CCNC(=O)C1(C)CCN(C(=O)c2ccccc2OC)C1 (configuration not stated)	-1	-0.5	/	3	/	8	-12	3	/

Entries 8 to 15, reprinted for reference:
item	SMILES	M1 ag	CHO-K1 Ca ag	V1R ag counter	CHO-K1 Ca antag	OXTR potentiate	M1 PAM parental	TAAR1 antagonist	TAAR1 agonist	CHO parental Ca
8	CCSc1ccc(-c2nn(-c3ccccc3)cc2/C=C(/C#N)C(=O)NC)cc1	-4	0.6	1.6	2	4	-9	6	4	-5
9	COc1ccc(-c2cn(-c3ccc(Br)cc3)c3[n+]2CCS3)cc1	-8	0.1	-0.7	1	0	1	-9	4	0
10	CCC(CO)n1c(SCc2cc([N+](=O)[O-])cc3c2OCOC3)nc2ccccc2c1=O (configuration not stated)	-7	0.2	0.7	-10	-4	18	-13	1	-21
11	CCN(C(=O)CSc1nnc(C(C)N(C)C)n1-c1ccc(F)cc1)C1CCS(=O)(=O)C1 (configuration not stated)	-4	-0.1	1.2	5	3	-12	-17	2	1
12	O=C(CN1C(=O)NC(c2ccccc2)(c2ccccc2)C1=O)NC1CCCCC1	-2	-0.1	0.4	5	-3	30	-4	-1	-10
13	C=CCN1C(=O)c2ccc(C(=O)N(CC)CC(=O)Nc3c(F)cccc3F)cc2C1=O	-1	0.3	0.3	9	-2	-7	-13	5	-15
14	CC(=O)Nc1ccc(S(=O)(=O)Nc2nc3ccccc3nc2N2CCCCCC2)cc1	-6	0.5	0.2	3	4	13	9	3	-10
15	CC(NCCC1(Cc2ccccc2Cl)CCOC(C)(C)C1)c1cccs1 (configuration not stated)	-5	3.4	0.1	-12	-1	12	-28	6	-29

Going on with the list:
item	SMILES	M1 ag	CHO-K1 Ca ag	V1R ag counter	CHO-K1 Ca antag	OXTR potentiate	M1 PAM parental	TAAR1 antagonist	TAAR1 agonist	CHO parental Ca
21	Cc1cc(Br)ccc1NC(=O)CNC(=O)Cc1ccc(S(=O)(=O)N2CCOCC2)s1	-6	2.5	-1.6	-21	-9	10	-15	1	-12
22	COc1ccccc1NS(=O)(=O)c1ccc(Br)s1	-5	0.5	0.4	-4	-6	19	-6	3	-7
23	CN1CCc2nc3sc(C(=O)NCc4ccccc4)c(N)c3cc2C1	-5	0.8	-0.9	-4	-14	14	-9	4	10
24	Cc1cc(C(=O)CCC(=O)NC(C)c2ccc(S(N)(=O)=O)cc2)c(C)s1 (configuration not stated)	-1	0.0	0.6	-2	-6	-17	4	0	-12
25	Cc1cc(C)n(-c2ccc(C(=O)O)cc2[N+](=O)[O-])n1	-2	-0.8	-1.0	-2	-2	-4	17	8	-18
26	COc1ccc(-n2nc(C(=O)NCC(=O)NCCCN3CCC(C)CC3)c3ccccc3c2=O)cc1Cl	-11	-0.5	-0.3	-11	-18	14	-15	0	-22
27	COc1ccc(-c2csc(NC(=O)c3ccccc3NS(=O)(=O)c3ccc(C)cc3)n2)cc1	-5	11	8.5	23	-14	-9	47	4	7
28	COc1cccc(C(=O)Nc2nnc(C3CCCO3)s2)c1 (configuration not stated)	0	0.4	1.6	-11	2	16	12	0	-7
29	CCc1ccc(CN(C)CCc2ccccn2)cc1	-13	-0.2	1.0	-12	0	13	1	4	-2
30	Oc1c(Br)cc(Br)c(/C=N/n2c(-c3ccccc3)n[nH]c2=S)c1Br	-3	2.5	2.3	3	-14	3	-13	0	-3
31	CCCOC(=O)c1cc(-c2ccc(C=O)o2)ccc1Cl	-5	-0.1	-1.0	6	-6	2	-26	3	-3
32	CCc1nc2ccccc2n1CCc1ccccc1	-7	0.5	-0.7	-2	0	-5	9	-1	-16
33	CC(C)c1ccc(C(=O)OCC(=O)Nc2cccc(S(=O)(=O)NC3=NCCC3)c2)cc1	2	1.2	/	-11	/	-2	-15	4	/
34	COc1ccc(N2CC(C(=O)Nc3ccccc3C(=O)NC3CC3)CC2=O)cc1 (configuration not stated)	-2	1.4	0.8	-13	-6	20	-9	1	-14
35	CN(C)c1ccc(C(=O)Nc2ccc(S(=O)(=O)Nc3nccs3)cc2)cc1	-1	2.0	-1.2	-5	2	19	-23	-1	3
36	CC(NC(=O)CSc1nc2c(c(C(F)(F)F)n1)CCc1ccccc1-2)c1ccccc1 (configuration not stated)	0	0.4	-0.4	0	-3	0	43	-1	-31
37	COc1cc(/C=C/C(=O)O)ccc1OS(=O)(=O)c1c(C)c(C)cc(C)c1C	6	0.8	4.2	-9	-9	-11	3	10	-1
38	CCc1cc(CNC(=O)C2CCC(=O)N(Cc3ccccc3F)C2)on1 (configuration not stated)	0	0.0	/	-11	/	3	-3	1	/
39	CC(=O)Nc1ccc(/C=N/NC(=O)CNS(=O)(=O)c2ccccc2)cc1	-4	0.0	0.4	-7	-3	20	3	4	-2
40	Cc1ccc(P(=O)(O)c2ccc(C)cc2)cc1	-2	-0.3	0.4	1	5	-6	13	10	-4

item	SMILES	M1 ag	CHO-K1 Ca ag	V1R ag counter	CHO-K1 Ca antag	OXTR potentiate	M1 PAM parental	TAAR1 antagonist	TAAR1 agonist	CHO parental Ca
41	C=CCN(c1ccccc1)S(=O)(=O)c1cccc(C(=O)Nc2cc(C)ccn2)c1	-5	-0.8	-0.3	-3	-16	-11	-19	-1	-4
42	C/C=C(\C)C(=O)Nc1cccc(C2=NOC3(C2)C[C@@H](C(N)=O)N(C(=O)c2ccccc2C(=O)c2ccccc2)C3)c1 (some centres not stated)	-1	0.2	0.8	-10	-8	-11	-5	7	-14
43	CC(=O)c1ccccc1NS(=O)(=O)c1ccccc1Cl	-7	7.3	-0.7	1	0	25	8	5	5
44	COc1ccccc1CNCC(O)(c1ccc(F)cc1)c1ccc(F)cc1	-6	9.0	1.7	-5	-1	11	8	3	-27
45	CCC(C)(C)NC(=O)C(c1ccc(OC)cc1)N(C(=O)CCC(=O)Nc1cc(C)on1)c1ccc2c(c1)OCCO2 (configuration not stated)	-7	1.6	-0.9	-12	-6	17	-1	-3	-13
46	CCn1c2ccccc2c2nc3cc(C(=O)O)ccc3nc21	-6	0.5	/	24*	/	-15	4	3	/
47	Cc1noc(C)c1CSc1ncnc2ccccc12	-4	0.7	0.6	-13	-7	16	-8	4	-31
48	CCc1cc2c(N3CCCCC3)ncnc2s1	-4	5.5	1.8	-12	-18	21	3	16	6
49	COc1ccc(S(=O)(=O)N2CCN(c3ccc(F)cc3)CC2)cc1OC	4	0.0	2.3	-2	0	17	3	-2	-9
50	Cc1cccc(N(CC(=O)NCCSCc2ccccc2)S(C)(=O)=O)c1	-5	1.2	1.9	-11	-6	16	19	5	-13
51	O=C(O)CCC(=O)Nc1cccc(-c2nc3ccccc3o2)c1	-2	0.3	/	-5	/	12	-1	2	/
52	Cc1ccnc(NC(=O)C2CCN(S(=O)(=O)c3cccc4nonc34)CC2)c1	-3	1.7	0.7	-4	-14	8	6	4	0
